# USP2a inh: inhibitors of human ubiquitin-specific protease USP2a. O75604. USP2 core, Ub-CHOP2 coupled fluorogenic reporter, 485/531. Potency, µM (highest dose often 38.3 µM), inactives show at the top dose activity change, negative = inhibition, hits mostly inhibitors. 330,000 tested, 0.01% active;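 also: potency is read from the fitted curve at half-maximal effect; plate controls were DMSO wells for no effect and full inhibition by NEM control for full effect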
#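 Cell-free coupled assay: 10nM USP2 core preincubated 30min RT with compound in Tris-HCl pH 8.0/CaCl2/CHAPS buffer, then 25nM Ub-CHOP2 and 25nM reporter substrate; fluorescence (Ex 485/Em 531) read after 60min RT, normalized to NEM inhibition, concentration-response curves fitted.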
# BCR signal inh: inhibitors of chronic active B-cell receptor signaling; ABC-DLBCL IkBa-CBG/CBR reporter, luminescence ratio, 4 h; Potency, µM (doses to about 46.1 µM), without a hit: at the highest dose ratio change, negative = lower green/red ratio, hits mostly inhibitors; 340,000 tested, 0.05% active; AID 493014; active = well fitted inhibition curve with a large enough effect in the signal ratio, with a control signal flat, not every such curve was filed as active; inconclusive = small, poorly fitted or top-dose-only effect, or effect the other way, or a change in a side signal; the % refers to the signal ratio;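 also: potency is read from the fitted curve at half-maximal effect; plate controls were basal doxycycline-induced cells for no effect and cells given 10 µM MG132 for full effect; MG132 reads +100%, hits lower the ratio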
#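 Cell line TMD8 (human ABC DLBCL), stably expressing tet-inducible CBG68-IkBa fusion and CBR; IMDM/0.5% FBS; cpd up to 46 uM; dox induction, 4 h, 37C/5% CO2; dual luminescence; green/red ratio; MG132 control.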
# PKM2 act: activators of human pyruvate kinase M2; 260,000 tested, 0.34% active; AID 1631; Potency, µM (series often up to 57.5 µM), inactives show at the highest dose activation, hits mostly activators; purified PKM2, Kinase-Glo ATP luminescence, activation; response scale: 0% is enzyme alone, no compound; P14618; also: potency is read from the fitted curve at half-maximal effect; nearly all actives have a fitted effect of over 55% in size
#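 hPK-M2, >95% pure; 0.1 mM ADP / 0.5 mM PEP final; imidazole pH7.2 buffer w/ 7 mM MgCl2, 50 mM KCl; 1 h RT; Kinase-Glo lum. Intermediate enzyme activity for dual inhibitor/activator qHTS.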
# FBPA coupling cs: coupling enzyme interference in Giardia aldolase counter-screen; coupling enzyme system counterscreen, AmpLite Red fluorescence; activity change, negative = inhibition, % at 58.2 µM, hits read low; 290,000 tested, 0.67% active; AID 2472; in the data active = activity change below about -30%
#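 Final compound at 57.5 uM, incubated 10 min at RT with coupling enzyme reagent (glyceraldehyde-3-phosphate), then 20 min with substrate and AmpLite Red detection. Fluorescence read at 525/598 nm; tests interference with the coupling assay, not aldolase inhibition.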
# uPA generation: inhibitors of cell surface uPA generation | cell surface uPA generation assay, qHTS | Potency, µM (highest dose often 38.3 µM), without a hit: at the highest dose activity change, negative = inhibition, actives largely listed as inhibitors | 330,000 tested, 0.31% active | AID 540303; active = well fitted inhibition curve with a large enough effect; inconclusive = small, poorly fitted or top-dose-only effect; inactive = no such curve, though single readings can be large or run the other way; tested in mouse RAW 264.7 cells; also: potency is read from the fitted curve at half-maximal effect; nearly all actives have a fitted effect of over 55% in size
# Eya2 inh: Eya2 (human) phosphatase inhibition | O00167 | Potency, µM (doses to about 76.9 µM), inactives show top-dose activity, negative = inhibition, most hits filed as inhibitors | 330,000 tested, 0.006% active | recombinant Eya2, OMFP fluorescence dephosphorylation (OMFP is methylfluorescein phosphate); also: potency is read from the fitted curve at half-maximal effect
# Target sequence (O00167 whole entry, looked up): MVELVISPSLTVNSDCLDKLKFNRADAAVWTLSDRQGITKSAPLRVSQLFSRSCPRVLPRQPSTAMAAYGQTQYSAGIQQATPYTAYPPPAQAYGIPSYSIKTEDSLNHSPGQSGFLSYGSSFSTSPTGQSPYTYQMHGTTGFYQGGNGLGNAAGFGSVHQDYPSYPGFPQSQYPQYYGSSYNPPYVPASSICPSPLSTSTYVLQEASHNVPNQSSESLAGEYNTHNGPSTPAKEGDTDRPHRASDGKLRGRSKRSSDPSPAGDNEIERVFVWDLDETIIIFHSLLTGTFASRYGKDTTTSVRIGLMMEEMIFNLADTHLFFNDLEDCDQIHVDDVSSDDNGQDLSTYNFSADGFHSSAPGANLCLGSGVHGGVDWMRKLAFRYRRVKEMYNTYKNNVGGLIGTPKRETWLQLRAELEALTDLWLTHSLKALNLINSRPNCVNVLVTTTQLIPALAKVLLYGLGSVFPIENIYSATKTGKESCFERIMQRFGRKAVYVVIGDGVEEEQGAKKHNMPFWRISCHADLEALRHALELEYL
#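 Eya2 (0.2 uM) preincubated 10 min at ambient with compound, then OMFP substrate added at 50 uM; 10 min reaction in 50 mM HEPES pH 7.5, 50 mM NaCl, 5 uM MgCl2, 0.05% BSA, 1 mM DTT. Fluorescence read at Ex 485/Em 525 nm.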
# KCNH2 WT inh: KCNH2 (human, wildtype) channel inhibition. Q12809. U2OS, BacMam KCNH2, thallium flux FluxOr; active compounds read low. activity change, % at 1.84 µM. 340,000 tested, 0.37% active;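 active = maximum activity change below -70%; inconclusive = maximum activity change between -70% and -50%; inactive = maximum activity change above -50%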
#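 U2OS cells transduced with wild-type KCNH2 virus are loaded with FluxOr dye for 45 min, and thallium flux is measured in kinetic reads before and after stimulation buffer. Rate constants are normalized to DMSO controls.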
# GALK inh: inhibitors of human galactokinase | P51570 | Purified GALK, Kinase-Glo residual ATP luminescence | Potency, µM (titrated, usually from 57.5 µM), for inactives: at the top dose activity change, negative = inhibition, usual class: inhibitors | 270,000 tested, 0.007% active | AID 1868; also: potency is read from the fitted curve at half-maximal effect
# Target sequence (P51570 whole entry, looked up): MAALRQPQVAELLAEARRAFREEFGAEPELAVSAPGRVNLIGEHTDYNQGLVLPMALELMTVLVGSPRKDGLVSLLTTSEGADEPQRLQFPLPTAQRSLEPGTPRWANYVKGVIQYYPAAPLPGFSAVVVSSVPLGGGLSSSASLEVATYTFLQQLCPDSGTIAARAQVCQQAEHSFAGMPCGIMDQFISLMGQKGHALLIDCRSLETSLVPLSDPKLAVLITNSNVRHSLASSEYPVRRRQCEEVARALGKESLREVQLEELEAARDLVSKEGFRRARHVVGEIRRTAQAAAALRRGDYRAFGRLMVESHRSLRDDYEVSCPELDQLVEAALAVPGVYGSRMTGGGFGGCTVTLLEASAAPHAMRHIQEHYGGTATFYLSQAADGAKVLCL
#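 Compounds were pin-transferred into ATP buffer (35 uM final), then GALK plus galactose (5 nM, 100 uM final) was added. After 1 h at room temperature, Kinase-Glo Plus was added and luminescence read after 10 min.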
# KCNH2 3.1 inh: KCNH2 3.1 (human) potassium channel inhibition; U2OS KCNH2 3.1, thallium flux FluxOr; active compounds read low; activity change, % (tested at about 1.8 µM); 340,000 tested, 0.95% active; AID 720553;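 active = maximum activity change below -70%; inconclusive = maximum activity change from -70% to -50%; inactive = maximum activity change above -50%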;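 also: thallium influx rate constant from kinetic fluorescence after stimulation buffer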
#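 Measured as rate of thallium-driven FluxOr signal in transduced U2OS cells carrying the 3.1 channel, read kinetically for 2 min upon stimulation; values are rate constants scaled to DMSO control wells.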
# B2AR arrestin: beta2AR (human) beta-arrestin recruitment activity; P07550; beta-arrestin recruitment to beta2AR, cell-based reporter; Potency, µM (highest dose often 46.1 µM), for inactives: at the top dose activation, hits mostly activators; 330,000 tested, 0.02% active;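 also: potency is read from the fitted curve at half-maximal effect; 0% = DMSO controls and full agonism = EC100 isoproterenol or metaproterenol; nearly all actives have a fitted effect of over 65% in size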
# Giardia killer: kills Giardia lamblia. Giardia lamblia trophozoite viability. activity change, % at 7.66 µM, hits read low. 340,000 tested, 0.15% active; in the data active = activity change below about -80%; inconclusive = between about -30% and that limit;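 also: parasites exposed to compound for two days anaerobically before the ATP read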
#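 Media and compound were dispensed first, then trophozoites at 100 cells/well; plates sat 48 hrs at 37 deg C without oxygen before ATP luminescence reagent was added and read after 15-30 min at room temperature.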
# * = called active by the depositor; ? = inconclusive; . = not tested or not shown; & = joins results of further samples; [ ] = remark or other dose. Unless noted, calls follow the shape of the dose curve; as a rule, active = well fitted curve in the direction sought with a large enough effect; inconclusive = small, poorly fitted or top-dose-only effect, or another doubt; inactive = no such curve, though single readings can be large; an effect the other way counts as inactive or inconclusive. Unless noted, % is scaled to controls: 0 for no effect and ±100 for the full control effect.
SMILES,USP2a inh,BCR signal inh,PKM2 act,FBPA coupling cs,uPA generation,Eya2 inh,KCNH2 WT inh,GALK inh,KCNH2 3.1 inh,B2AR arrestin,Giardia killer
Cc1cc(NC(=O)c2c(F)c(F)c(F)c(F)c2F)no1,2%,?,-7%,4,.,0%,33,-1%,-5,4.2%,-5
Cc1cc(C)nc(N2CCCC(C(=O)NNC(=O)c3ccncc3)C2)n1 (stereo unspecified),10%,-5%,-13%,0,6%,11%,3,0%,5,0.5%,-9
Cc1ccc2c(c1)C(=C(C#N)C#N)C(=O)N2CCN1CCCCC1,-5%,-7%,18%,-9,4%,3%,15,5%,4,-0.8%,-5
Cn1c(SCc2nc(-c3ccccc3)no2)nnc1-c1cccs1,3%,-19%,-1%,1,.,-2%,-10,0%,4,-1.5%,-15
NC(=O)c1cc(-c2ccccc2)sc1NC(=O)Cc1ccc(S(=O)(=O)N2CCOCC2)s1,-2%,8%,3%,-5,1%,-32%,-9,-5%,-12,0.0%,5
CN1CCCC(CN2c3ccccc3Sc3ccccc32)C1 (stereo unspecified),0%,?,2%,0,?,-4%,22,.,-8,0.4%,9
O=Nc1c(O)[nH]c2c(F)cccc12,8%,-9%,-4%,1,0%,6%,15,.,0,-2.2%,0
Cc1cc(=O)[nH]c(-c2ccc(Cl)cc2)n1,0%,?,-12%,-4,-2%,-17%,1,4%,6,-0.3%,-9
O=C(O)/C=C/C(=O)c1ccc(O)cc1,-1%,-6%,23%,8,-3%,9%,4,-1%,18,-0.7%,17
CCN(CC)C(=O)C(=O)c1cn(CCOc2ccccc2)c2ccccc12,-2%,-2%,-2%,-2,-5%,-3%,-7,-1%,4,0.4%,12
NC(=O)C1CCN(CC(=O)Nc2cccnc2Cl)CC1,4%,-1%,5%,1,1%,-1%,1,1%,16,-0.1%,-19
CC/C=C\C/C=C\C/C=C\CCCCCCCC(=O)O,0%,-16%,.,2&5&3,2%,9%,-4,.,18,0.2%,5
CCC(C(=O)NC1CCCCC1)n1c2ccccc2c2nc(=O)cc(C)n21 (stereo unspecified),1%,1%,.,.,6%,-3%,-11,2%,-11,0.2%,-16
COc1ccc(CSc2nnnn2-c2ccccc2)cc1,1%,2%,13%,0,4%,11%,4,3%,4,0.1%,-12
O=C(CSc1nnc2c(n1)[nH]c1ccc(F)cc12)N1CCOCC1,1%,1%,0%,3,-5%,15%,-11,0%,-2,0.0%,17
O=C(c1ccsc1)N1CCCC(Nc2cccc(F)c2)C1 (stereo unspecified),-5%,0%,0%,-3,-2%,-2%,0,0%,0,0.5%,-11
Cc1nc(C(=O)NNC(=O)c2ccc(Cl)cc2)c(C(F)(F)F)o1,0%,0%,2%,-3,1%,-2%,-2,4%,1,0.2%,5
CC(C)(C)c1ccc(-c2nc(C=O)c3ccccn23)cc1,3%,-14%,-2%,-1,-6%,1%,3,-1%,7,0.4%,17
CC12CCC(c3c(C(=O)Nc4nccs4)nn(-c4ccccc4)c31)C2(C)C (stereo unspecified),-4%,-7%,-3%,-1,-19%,-7%,-12,-1%,-8,0.5%,-2
NC(=O)SCC(=O)Nc1ccccc1C(=O)O,1%,?,-1%,2,6%,-4%,-7,-3%,-5,0.5%,-1
O=C(COC(=O)c1ccc(Cl)nc1)NCCc1ccccc1,0%,?,.,.,8%,1%,6,.,2,-0.1%,-1
Cc1ccc(C)c(NC(=O)/C(C#N)=C/c2cn(CC(=O)NCc3ccco3)c3ccccc23)c1,5%,-12%,2%,-2,4%,-2%,-9,-1%,-7,-0.9%,1
Cc1cc(C)nc(NCCO)n1,3%,6%,2%,1,2%,3%,-6,1%,5,-0.2%,6
COCCn1nnnc1C(c1ccc(OC)cc1)N1CCN(C(=O)c2ccco2)CC1 (stereo unspecified),2%,0%,-2%,2,-6%,?,-6,1%,1,-0.1%,-6
CCC(=O)Nc1ccc(NC(=O)CSc2nnnn2CC)cc1C,-2%,2%,-3%,2,3%,-6%,9,3%,-18,0.0%,4
SMILES,USP2a inh,BCR signal inh,PKM2 act,FBPA coupling cs,uPA generation,Eya2 inh,KCNH2 WT inh,GALK inh,KCNH2 3.1 inh,B2AR arrestin,Giardia killer
Nc1ccc2nc(SCC(=O)N3CCOCC3)sc2c1,1%,15%,11%,-1,0%,5%,-1,-1%,-5,0.4%,3
CC(C)Cc1cc(C(C)(C)C)ccc1OC(=S)N(C)C,2%,9%,0%,0,-7%,-15%,2,.,6,-0.8%,35[activator]
COc1ccc(/C=C2\N=C3CCCCCN3C2=O)cc1OC,4%,11%,1%,-2,-1%,10%,1,-1%,-1,0.3%,4
NC1=NC[C@@H](Cc2ccc(O)cc2)N1CCCCC1CCCCC1,0%,-4%,3%,-3,-1%,-4%,-7,-5%,9,0.3%,0
Cc1csc(NC(=O)CSc2nnc(-c3ccc(S(=O)(=O)N4CCCC4)cc3)o2)n1,1%,0%,?,1,-7%,-6%,5,-3%,5,-0.2%,-18
O=C1CCCc2c1cc(C(=O)NCc1ccco1)c(=O)n2-c1ccc(Cl)cc1,0%,?,-3%,-4,3%,-9%,4,1%,-7,0.1%,20
COC(=O)c1ccc(CN2C(=O)NC3(CCCCC3)C2=O)cc1,0%,?,-6%,1,3%,11%,0,3%,-33,-0.6%,16
O=C(CC1C(=O)NCCN1C(=O)Nc1ccc(F)cc1F)Nc1cc(Cl)ccc1Cl (stereo unspecified),-2%,5%,-17%,-2,-2%,-5%,-3,6%,-2,-0.7%,4
COc1cccc(C2Nc3cc(Cl)c(S(N)(=O)=O)cc3S(=O)(=O)N2)c1 (stereo unspecified),6%,14%,3%,0,2%,-4%,-2,0%,18,0.4%,-11
CCCCOC(=O)C(C)Nc1n[nH]c(=O)[nH]c1=O (stereo unspecified),0%,2%,-9%,0,1%,-12%,-4,6%,3,-0.3%,-6
COc1ccc(N2CCN(C(=O)c3ccc(C(C)(C)C)cc3)CC2)cc1,2%,?,14%,-12,15%,-17%,-7,0%,-1,-0.4%,-8
CCCCn1c(SCc2cccnc2)nc2c1c(=O)n(C)c(=O)n2C,2%,1%,-8%,0,.,-4%,1,0%,5,0.3%,8
CCCCn1c(=O)[nH]c2nc3cc(NC(C)=O)ccc3nc2c1=O,10%,2%,-10%,-1,0%,13%,-3,2%,1,0.1%,6
CC(=O)NC1CCN(CC(=O)Nc2nccs2)CC1,2%,8%,-5%,-1,3%,-10%,0,4%,2,-1.0%,2
Cc1ccc(S(=O)(=O)NCC(=O)N/N=C/c2ccc(Cl)cc2Cl)cc1,1%,-6%,-6%,1,4%,-15%,15,-3%,5,-0.7%,5
Cc1ccc(N=Cc2cc3c(cc2O)OC(N)=C(C#N)C3c2ccccc2)cc1 (stereo unspecified),-3%,?,16%,0,-5%,39%,-10,-1%,5,4.7%,7
Cn1nnc2cc(C(=O)Nc3ccc4ccccc4c3)ccc21,0%,?,-31%,-3,3%,-2%,-1,-1%,1,-0.4%,-6
CC(NC(=O)/C(C#N)=C/c1ccc(Cl)c([N+](=O)[O-])c1)c1ccccc1 (stereo unspecified),-2%,?,?,-11,?,-4%,.,-3%,-4,-0.4%,9
COc1ccc(CCNC(=O)C2CCCN(S(=O)(=O)N3CC(C)CC(C)C3)C2)cc1OC (stereo unspecified),-1%,2%,0%,4,5%,0%,-9,-2%,1,-0.5%,3
O=C(COC(=O)/C=C/c1ccccc1[N+](=O)[O-])NCC1CCCO1 (stereo unspecified),0%,3%,-3%,1,0%,2%,9,0%,-15,-0.1%,0
O=C(NCC(O)c1ccc([N+](=O)[O-])cc1)C1=COCCO1 (stereo unspecified),4%,-3%,.,.,-6%,0%,11,.,5,0.1%,-11
Cc1ccc2nc3c(cc2c1)c(NC(=O)c1ccccn1)nn3CC(C)C,0%,11%,-4%,-4,1%,14%,1,1%,-18,-0.1%,3
COc1cccc(N=Nc2ccc3cccnc3c2O)c1,0%,-2%,.,-3,?,9%,2,1%,0,2.8%,-13
CCOc1ccc(S(=O)(=O)N2CCN(CCNS(=O)(=O)c3ccc(C)cc3)CC2)cc1,4%,5%,.,.,0%,-10%,-2,.,28,-0.4%,-16

# Whole records, quoted from the list:
# Cc1ccc(S(=O)(=O)NCC(=O)N/N=C/c2ccc(Cl)cc2Cl)cc1 reads USP2a inh: 1%; BCR signal inh: -6%; PKM2 act: -6%; FBPA coupling cs: 1; uPA generation: 4%; Eya2 inh: -15%; KCNH2 WT inh: 15; GALK inh: -3%; KCNH2 3.1 inh: 5; B2AR arrestin: -0.7%; Giardia killer: 5
# COc1cccc(N=Nc2ccc3cccnc3c2O)c1 reads USP2a inh: 0%; BCR signal inh: -2%; PKM2 act: .; FBPA coupling cs: -3; uPA generation: ?; Eya2 inh: 9%; KCNH2 WT inh: 2; GALK inh: 1%; KCNH2 3.1 inh: 0; B2AR arrestin: 2.8%; Giardia killer: -13

# Screening data: PubChem, National Center for Advancing Translational Sciences (NCATS)
